Screens from PubChem BioAssay.
VEEV TC-83 Vero: inhibitors of VEEV TC-83 cytopathic effect, confirmation, Vero cells (AID 588727). Vero cells, VEEV TC-83 cytopathic effect inhibition; higher % means a stronger effect. one-dose inhibition, % at 20 µM; IC50 in µM for titrated hits. 0.13% of 350,000 active; in the data active = a potency from the dose series; inconclusive = inhibition mostly from about 14% at the one dose, without a potency; inactive = the rest, 99 in 100 with inhibition below about 12%; also: strong numbers were not always called active
H1N1 NS1A inhibition: H1N1 influenza NS1A inhibitors, functional cell based assay (AID 504329). NS1A functional cell-based assay, percent inhibition; higher % means a stronger effect. inhibition, % at 12.5 µM; hits with a dose series show IC50 in µM. 0.3% of 340,000 active; in the data active = a potency from the dose series; inconclusive = inhibition above about 27% without an active follow-up result; also: strong numbers were not always called active
PhoP GFP inhibition: PhoP regulon inhibitors, Salmonella typhi PhoP promoter GFP reporter, confirmatory (AID 1850). Salmonella Typhi PhoP-promoter GFP reporter, fluorescence, 4 h; higher % means a stronger effect. 0.33% of 310,000 active. one-dose inhibition, % at 50 µM; IC50 in µM for titrated hits; in the data active = a potency from the dose series; inconclusive = inhibition mostly from about 25% at the one dose, without a potency; inactive = the rest, 99 in 100 with inhibition below about 19%;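 also: 0% = induced wells with vehicle and 100% = uninduced wells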
M. tuberculosis HTS: M. tuberculosis growth inhibition, HTS (AID 449762); 0.59% of 330,000 active; M. tuberculosis H37Rv growth inhibition, 7H9 media; higher % means a stronger effect; one-dose inhibition, % at 25 µM; IC50 in µM for titrated hits; in the data active = a potency from the dose series; inconclusive = inhibition above about 70% without an active follow-up result;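 also: bacterial growth assessed after seven days of incubation; strong numbers were not always called active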
tuberculosis growth: growth inhibition of non-replicating M. tuberculosis (AID 488890); Mycobacterium tuberculosis non-replicating, growth inhibition; higher % means a stronger effect; inhibition, % at 25 µM; hits with a dose series show IC50 in µM; 0.39% of 320,000 active; in the data active = a potency from the dose series; inconclusive = inhibition mostly from about 82% at the one dose, without a potency; inactive = the rest, 99 in 100 with inhibition below about 76%;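 also: plate controls were DMSO cells for no effect and high antibiotic wells for full effect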
VEEV TC-83 Vero 10K pilot screen: further read-out of VEEV TC-83 Vero, marked with its call; inhibition, %; measured here: 10K pilot screen inhibition
Numbers without * were called inactive; i = inactive; u = inconclusive; x = not tested or not shown.

SMILES	VEEV TC-83 Vero	H1N1 NS1A inhibition	PhoP GFP inhibition	M. tuberculosis HTS	tuberculosis growth	others
COc1cccc(CN(CC(=O)NCc2ccc(F)cc2)C(=O)c2ccco2)c1	0.2%	7%	1%	-1%	4%
O=C(CSc1c2c(nc3cc(Cl)ccc13)CCCC2)NCCCN1CCOCC1	10%	-1%	-4%	2%	x
CC(=O)c1ccc(NC(=O)CNc2cc(S(=O)(=O)N3CCOCC3)ccc2N2CCCC2)cc1	7.7%	1%	x	x	x
Cc1nnc(SCc2nnc(-c3cccs3)o2)n1Cc1ccccc1	0.1%	6%	3%	-11%	0%
Cc1c(NP(=O)(c2ccc(Br)cc2)c2ccc(Br)cc2)c(=O)n(-c2ccccc2)n1C	6.3%	-5%	6%	3%	20%
COc1ccc(Br)cc1[C@H]1[C@@H]2C=CCC[C@@]2(C)C(=O)N1Cc1ccccc1	2.3%	16%	-1%	7%	24%	VEEV TC-83 Vero 10K pilot screen=0.3
CCOc1ccc2nc(NC(=O)Cn3[nH]c(=O)c4ccccc4c3=O)sc2c1	6.6%	17%	2%	u	27%
NC(=O)C1CCN(Cc2nc3cc(Cl)ccc3c(=O)[nH]2)CC1	7.7%	-8%	-5%	-10%	-3%
CCOC(=O)C1(CC2CC2)CCN(C(=O)c2cc(OC)nc3ccccc23)CC1	7.1%	2%	0%	2%	27%
Cc1ccc(F)cc1NC(=O)c1cccc(N(C)C)c1	2.2%	-2%	-6%	-14%	-3%
CC(OC(=O)C1CCN(S(=O)(=O)c2ccc3c(c2)OCCO3)CC1)C(=O)NC1(C#N)CCCCC1 (stereo unspecified)	2.0%	2%	x	x	x
O=C(Cc1ccc2ccccc2c1)NC(Cc1ccccc1)C(=O)O (stereo unspecified)	1.8%	-5%	x	x	x
CCN1CCN(Cc2ccc(NC(=O)c3ccc(C)c(NC(=O)c4cc(-c5ccc(Br)cc5)n[nH]4)c3)cc2C(F)(F)F)CC1	i	24%	1%	1%	73%
COc1ccc(C(=O)N(Cc2ccc(N(C)C)cc2)C2CCS(=O)(=O)C2)cc1 (stereo unspecified)	1.6%	2%	3%	-3%	-6%
CC/C(=N/NC(=O)c1ccccc1)c1ccc(OCCN2CCOCC2)cc1	0.7%	1%	-6%	1%	3%
COc1ccc(NC(=S)Nc2ccc(OCc3ccccc3)cc2)c(OC)c1	0.5%	5%	7%	-3%	60%
COc1cccc(C(=O)NCC(C)(C)SCc2ccc(F)cc2)c1	0.2%	-15%	-9%	7%	33%
Cc1cc(NS(=O)(=O)c2ccc(NC(=O)COc3ccc(Cl)c(C)c3)cc2)no1	0.7%	6%	x	x	x
O=C(Nc1cc(S(=O)(=O)N2CCOCC2)ccc1N1CCCC1)c1cc(=O)[nH]c2ccccc12	0.6%	-4%	8%	-2%	10%
CCOC(=O)c1ccc(NC(=O)c2cc3c(s2)CCC3)cc1	2.2%	-1%	30%	u	u
O=C(Nc1ccc(C(F)(F)F)cc1)c1cccnc1N1CCOCC1	i	1%	-3%	-7%	-8%
O=c1[nH]c(NCCO)nc2ncn(Cc3ccccc3)c12	1.7%	-4%	-3%	-1%	1%
O=C(COC(=O)COc1ccc(Cl)cc1)Nc1ccc(F)c([N+](=O)[O-])c1	i	6%	-14%	-18%	8%
O=C(CN(c1ccc(Cl)cc1)S(=O)(=O)c1ccccc1)N/N=C/c1ccco1	i	5%	-4%	-2%	44%
O=C1N(Cc2ccccc2F)c2ccccc2C12OCCCO2	i	4%	0%	-8%	3%	VEEV TC-83 Vero 10K pilot screen=0.5

14 structures already listed, sorted by count of non-hydrogen atoms, falling.
SMILES	VEEV TC-83 Vero	H1N1 NS1A inhibition	PhoP GFP inhibition	M. tuberculosis HTS	tuberculosis growth	others
CCN1CCN(Cc2ccc(NC(=O)c3ccc(C)c(NC(=O)c4cc(-c5ccc(Br)cc5)n[nH]4)c3)cc2C(F)(F)F)CC1	i	24%	1%	1%	73%
CC(OC(=O)C1CCN(S(=O)(=O)c2ccc3c(c2)OCCO3)CC1)C(=O)NC1(C#N)CCCCC1 (stereo unspecified)	2.0%	2%	x	x	x
CC(=O)c1ccc(NC(=O)CNc2cc(S(=O)(=O)N3CCOCC3)ccc2N2CCCC2)cc1	7.7%	1%	x	x	x
Cc1c(NP(=O)(c2ccc(Br)cc2)c2ccc(Br)cc2)c(=O)n(-c2ccccc2)n1C	6.3%	-5%	6%	3%	20%
Cc1cc(NS(=O)(=O)c2ccc(NC(=O)COc3ccc(Cl)c(C)c3)cc2)no1	0.7%	6%	x	x	x
CC/C(=N/NC(=O)c1ccccc1)c1ccc(OCCN2CCOCC2)cc1	0.7%	1%	-6%	1%	3%
COc1ccc(Br)cc1[C@H]1[C@@H]2C=CCC[C@@]2(C)C(=O)N1Cc1ccccc1	2.3%	16%	-1%	7%	24%	VEEV TC-83 Vero 10K pilot screen=0.3
O=C(COC(=O)COc1ccc(Cl)cc1)Nc1ccc(F)c([N+](=O)[O-])c1	i	6%	-14%	-18%	8%
Cc1nnc(SCc2nnc(-c3cccs3)o2)n1Cc1ccccc1	0.1%	6%	3%	-11%	0%
COc1cccc(C(=O)NCC(C)(C)SCc2ccc(F)cc2)c1	0.2%	-15%	-9%	7%	33%
O=C1N(Cc2ccccc2F)c2ccccc2C12OCCCO2	i	4%	0%	-8%	3%	VEEV TC-83 Vero 10K pilot screen=0.5
CCOC(=O)c1ccc(NC(=O)c2cc3c(s2)CCC3)cc1	2.2%	-1%	30%	u	u
O=c1[nH]c(NCCO)nc2ncn(Cc3ccccc3)c12	1.7%	-4%	-3%	-1%	1%
Cc1ccc(F)cc1NC(=O)c1cccc(N(C)C)c1	2.2%	-2%	-6%	-14%	-3%

Continuation.
SMILES	VEEV TC-83 Vero	H1N1 NS1A inhibition	PhoP GFP inhibition	M. tuberculosis HTS	tuberculosis growth	others
CCc1ccc(CN2CCSCC2)cc1	0.2%	-4%	-10%	-8%	9%
C1=C(c2ccco2)N2CCN=C2S1	0.0%	8%	-2%	-9%	-13%
CC(NC(=O)COC(=O)Cc1ccc(-c2ccccc2)cc1)c1ccccc1 (stereo unspecified)	2.6%	-3%	-3%	-2%	34%
Cc1cc(C(=O)OCC(=O)NCCc2ccc(S(N)(=O)=O)cc2)c2ccccc2n1	0.1%	-5%	x	-10%	-11%
CNC(=S)Nc1ccc(-c2nc3ccc(C)cc3s2)cc1	5.7%	3%	-5%	u	u
COc1ccc(-c2nc(-c3ccccc3OC)no2)cc1OC	i	4%	-8%	39%	13%
C#CCNC(=O)C1CCN(c2ccc(S(=O)(=O)N3CCOCC3)cc2Cl)CC1	0.6%	-2%	-11%	-6%	-10%
CC(=O)Oc1ccc(Cl)cc1/C=C/c1cc(OC(C)=O)c2ccccc2n1	x	x	-12%	26%	58%
COC(=O)C1C2C=CC(C3CC23)C1C(=O)OCC(=O)c1ccccc1 (stereo unspecified)	i	1%	-3%	0%	53%
Cc1cccc(-c2noc(CCCOc3ccc(Cl)cc3Cl)n2)c1	4.5%	-3%	4%	-8%	x
COc1ccc(CCN(C)C(=O)c2cnc(C)cn2)cc1OC	2.1%	-1%	-2%	-2%	-12%
Cc1ccc(N2C(=O)CSC2c2ccccn2)cc1Cl (stereo unspecified)	0.9%	-5%	3%	8%	17%
c1csc(CNc2ncnc3ccc(-c4ccc5c(c4)OCO5)cc23)c1	11%	-11%	x	-7%	22%
COc1ccc2[nH]c(=O)c(CN(CC3CCCO3)C(=O)Nc3ccc(F)cc3)cc2c1 (stereo unspecified)	5.1%	-8%	x	x	x
COC(=O)c1ccc(C23CC4(C2)[C@H](CN(Cc2ccc(C(F)(F)F)cc2)[C@@H]4c2ccccc2)C3c2ccccc2)cc1 (stereo partly specified)	1.7%	5%	-9%	2%	26%
O=C(CCS(=O)(=O)c1ccccc1)N(CCCN1CCOCC1)c1nc2c(F)cccc2s1	u	9%	10%	50%	u
CCOC(=O)c1ccc(S(=O)(=O)N2CCN(C(C)=O)CC2)cc1	0.5%	-5%	6%	-6%	5%
COc1ccccc1C1CCN(Cc2c(C)[nH]c3ccccc23)CC1	i	8%	7%	8%	38%
NS(=O)(=O)c1ccc(NC(=O)N[C@@H](Cc2ccccc2)C(=O)O)cc1	1.6%	-19%	x	x	x
CC(=O)C[C@@H](O)CC(=O)[C@H]1OC(=O)[C@H](C)CCCCc2ccccc21	i	-12%	x	3%	-11%
OCC1CCCN(C(=S)Nc2ccc(OC(F)F)cc2)C1 (stereo unspecified)	0.2%	-9%	-3%	2%	-4%
O=C1OCCN1C(=O)[C@H]1[C@H](c2ccc(Cl)cc2)C(c2ccccc2)=NN1c1ccc(Br)cc1	1.0%	-8%	x	x	x
COC(=O)Nc1nc(-c2ccccc2)c(C(=O)c2ccc(Cl)cc2)s1	9.2%	6%	-6%	2%	-12%	VEEV TC-83 Vero 10K pilot screen=7.4
COc1ccc(NC(=O)c2ccco2)cc1NC(=O)c1ccc(C)cc1	3.2%	1%	0%	7%	34%
COCCNC(=O)c1ccc2c(c1)ncn2-c1ccc(C)c(Cl)c1	1.5%	-11%	1%	4%	8%
(more compounds)
SMILES	VEEV TC-83 Vero	H1N1 NS1A inhibition	PhoP GFP inhibition	M. tuberculosis HTS	tuberculosis growth	others
CCN(CC)c1ccc(-c2n[nH]c(=S)n2-c2ccccc2)cc1	1.0%	15%	5%	1%	-11%
FC(F)Sc1ccc(NC(=S)NCC2CCCCC2)cc1	i	-3%	-7%	u	u
CCOC(=O)NNC(=O)c1[nH]c2ccc(Br)cc2c1-c1ccccc1	1.7%	3%	-3%	23%	3%
CCOC(=O)c1cc(NC(=O)c2cccs2)ccc1N1CCOCC1	1.6%	10%	3%	0%	0%
Cc1ccc(C(=O)NC2CCCCCC2)cc1N1CCCC1=O	i	6%	-8%	-4%	-9%
CCOC(=O)C1=C(CNCc2ccccc2Cl)NC(=O)NC1c1ccc2c(c1)OCO2 (stereo unspecified)	7.5%	-14%	3%	-9%	-6%
CCOc1ccc(NC(=O)CSC(N)=O)cc1	1.4%	-22%	-10%	-8%	22%
COCCNC(=O)c1cc2c3ccccc3n(C)c2s1	i	3%	-8%	-8%	1%
CCn1c(=O)cc(SCC(=O)N2CCN(c3ccccc3OC)CC2)c2ccccc21	1.3%	0%	-2%	4%	13%
COc1cccc(CN(C)C(=O)c2cc(S(=O)(=O)N3CCCC3)ccc2C)c1OC	5.0%	-13%	x	-10%	8%
COc1ccc(NC(=O)CSc2nnnn2C2CCCCC2)cc1	0.9%	1%	4%	26%	29%
CCN1C[C@@H]2[C@@H]3C(=O)N(C)C(=O)[C@@H]3[C@](C)(C1=O)N2C(=O)c1ccc(Cl)cc1	1.4%	6%	x	x	x
Cc1[nH]ncc1-c1nc2ccccc2[nH]1	1.2%	4%	0%	-4%	-6%
CCOc1ccc(/C=C/C2=Cc3c(sc(NC(=O)CSc4n[nH]c(N)n4)c3C#N)C(C)(C)C2)cc1	1.9%	-5%	-7%	>100µM*	34%
O=C(N/N=C/c1ccccn1)c1ccc(Br)cc1	8.6%	1%	8%	u	u
Cc1cc(C(=O)N2CCN(c3ccccc3)CC2)c(C)o1	0.3%	-14%	-7%	-3%	2%
CSc1nccc(Oc2ccccc2Cl)n1	1.7%	x	-3%	4%	14%
CC(C)(C)C(=O)N1CCN(C(c2ccccc2)c2ccccc2)CC1	i	-11%	-2%	1%	2%
